High-throughput results: PubChem, several laboratories
ERa coact inh = ER-alpha (human) coactivator binding inhibition; TR-FRET ER-alpha LBD / SRC-1 peptide, estradiol-bound; AID 629; actives 1.7% (n = 86,000); P03372; inhibition, % at 25.6 µM; in the data active means inhibition above about 50%;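 further: 0% = receptor plus peptide control and 100% = peptide only without receptor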
PLAP activator = human PLAP activation | purified PLAP enzyme, luminescent substrate read-out; stronger effect = higher value | activation fold at 20 µM | actives 1.2% (n = 96,000); in the data active means activation fold above about 2
Ecoli WT expand = growth inhibitors of E. coli BW25113 wild type; OD600 absorbance; growth inhibition, % at 100 µM; actives 0.15% (n = 98,000); AID 710;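 active means growth inhibition above about 50% at one test dose, limit read from the data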;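 further: growth measured after 20 h incubation at 37 °C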
FAK blocker = inhibitors of human focal adhesion kinase; Q05397; biochemical FAK kinase activity assay; inhibition, %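 (tested at 7 µM)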; actives 0.84% (n = 97,000); in the data active means inhibition above about 19%;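 further: 0% = DMSO and 100% = reference compound high control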
Target sequence (Q05397 whole entry, looked up): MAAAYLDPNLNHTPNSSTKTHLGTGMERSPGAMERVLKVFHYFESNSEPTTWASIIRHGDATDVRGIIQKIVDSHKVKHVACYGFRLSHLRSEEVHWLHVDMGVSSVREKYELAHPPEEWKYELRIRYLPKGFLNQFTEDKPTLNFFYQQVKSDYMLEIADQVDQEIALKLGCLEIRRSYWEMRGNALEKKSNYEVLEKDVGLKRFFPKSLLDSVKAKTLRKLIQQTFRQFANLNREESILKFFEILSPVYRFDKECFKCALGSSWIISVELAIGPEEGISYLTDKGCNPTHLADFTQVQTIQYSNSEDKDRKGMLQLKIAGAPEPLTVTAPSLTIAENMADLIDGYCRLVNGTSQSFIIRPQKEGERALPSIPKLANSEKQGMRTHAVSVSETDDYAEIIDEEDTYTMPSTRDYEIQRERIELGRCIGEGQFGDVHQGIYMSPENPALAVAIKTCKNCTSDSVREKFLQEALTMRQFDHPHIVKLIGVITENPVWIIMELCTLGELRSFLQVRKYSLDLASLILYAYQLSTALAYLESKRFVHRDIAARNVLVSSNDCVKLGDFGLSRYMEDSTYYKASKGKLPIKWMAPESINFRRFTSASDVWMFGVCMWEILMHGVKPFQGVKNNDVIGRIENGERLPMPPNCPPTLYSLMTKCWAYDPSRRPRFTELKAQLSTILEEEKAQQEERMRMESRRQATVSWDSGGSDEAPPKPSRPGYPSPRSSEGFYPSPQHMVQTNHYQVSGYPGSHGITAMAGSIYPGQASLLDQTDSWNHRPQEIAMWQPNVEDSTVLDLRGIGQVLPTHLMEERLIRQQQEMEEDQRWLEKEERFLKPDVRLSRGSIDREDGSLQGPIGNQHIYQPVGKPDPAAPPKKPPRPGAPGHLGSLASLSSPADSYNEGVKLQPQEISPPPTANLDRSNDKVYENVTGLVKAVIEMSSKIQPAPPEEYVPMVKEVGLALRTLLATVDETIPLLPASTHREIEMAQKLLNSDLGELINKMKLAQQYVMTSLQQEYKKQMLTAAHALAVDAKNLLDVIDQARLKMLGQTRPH
MT1-MMP txn act = MT1-MMP promoter transcription activation; HT1080 MT1-MMP promoter luciferase reporter, luminescence, overnight; stronger effect = higher value; actives 0.16% (n = 86,000); activation factor at 10 µM;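 active means activation factor of at least 2 for MT1-MMP transcription at 10 µM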
ERb coact inh = ER-beta (human) coactivator binding inhibition | Q92731 | TR-FRET ER-beta LBD / SRC1-Cy5 peptide binding; receptor agonist-loaded with 1 µM estradiol | inhibition, % at 25.6 µM | actives 1.3% (n = 86,000) | AID 633;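 active means compounds whose percent inhibition of the receptor-coactivator binding signal exceeds about 50% in the single-dose screen, limit read from the data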;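 further: 0% = receptor plus peptide wells without compound and 100% = peptide-only wells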
CD11b adhes enh = enhancers of human CD11b/CD18 binding to fibrinogen; P05107+P11215; K562 CD11b/CD18 adhesion to fibrinogen, ATPlite luminescence; activation, % at 10 µM; actives 0.07% (n = 93,000); AID 1499;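 active means 10 µM primary screen giving 50% or more activity, confirmed by 40% or more on retest at that dose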; further: strong numbers were not always called active; reference of the scale not given here
Mac1 fbg inh = blocks human CD11b/CD18 adhesion to fibrinogen | P05107+P11215 | K562 CD11b/CD18 adhesion to fibrinogen, ATPlite luminescence; Mn2+ added to activate the integrin | inhibition, % at 10 µM | actives 0.54% (n = 93,000) | AID 1497;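 active means primary inhibition of 50% or more at 10 µM, then 40% or more on retest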; further: some results filed as inactive read as strong as hits
ERa coact pot = enhances coactivator binding to human estrogen receptor alpha; P03372; coactivator binding (% of control), % at 25.6 µM; actives 1.3% (n = 86,000); TR-FRET ERalpha-LBD/SRC-Cy5 coactivator binding, 2 h; 100 = basal binding, no effect; in the data active means activity above about 200%;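 further: binding measured in presence of low estradiol as agonist stimulus; 0% = peptide alone without receptor and 100% = receptor with peptide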
* = called active by the depositor; nt = no result given; [ ] = another dose, or the depositor's remark.

structure,ERa coact inh,PLAP activator,ERb coact inh,Mac1 fbg inh,ERa coact pot,FAK blocker,Ecoli WT expand,CD11b adhes enh,MT1-MMP txn act
Cn1cccc1C1NC(=O)c2c(sc3c2CCC(C(C)(C)C)C3)N1 (stereo unspecified),-1,1.5,2[fluorescence artefact?],nt,100,-1,11,nt,1.4
CC(C)CN1C(=O)c2ccc(C(=O)NCc3ccc4c(c3)OCO4)cc2C1=O,-2,0.9,-12,14,109,1,-8,-4,1.2
O=C(NC1CCCCCCC1)NC1CCCCC1,1,0.9,-10,nt,120,-1,7,nt,1.6
CC(Sc1nc(NCc2ccccc2)nc(N2CCOCC2)n1)C(=O)Nc1ccccc1 (stereo unspecified),9[fluorescence artefact?],1,42[fluorescence artefact?],-7,104,1,-6,13,0.9
O=c1c2cnn(-c3ccccc3)c2nnn1Cc1ccccn1,-11[fluorescence artefact?],1,-17[fluorescence artefact?],nt,113,0,1,1,1.3
CCOC(=O)CN1C(=O)NC2NC(=O)NC21 (stereo unspecified),-2,1.1,-4,8,131,-2,1,-5,1.1
O=C(CN1C(=O)CSc2ccccc21)N1CCc2ccccc21,-5,0.8,-5,-10,97,3,6,-3,1.2
Cc1noc(C)c1C(=O)NCCCN1CCCC1=O,-8,0.9,-2,-25,112,-2,1,2,1.2
O=C(c1ccc(COc2ccccc2[N+](=O)[O-])o1)N1CCCCC1,nt,0.9,nt,-16,nt,2,0,-5,nt
COc1cccc(-c2csc(N3CCN(C(=O)NC45CC6CC(CC(C6)C4)C5)CC3)n2)c1,-13,nt,-5[fluorescence artefact?],nt,151,2,nt,nt,1.2
Cc1ccc(N(CC(=O)Nc2cccc(N(C)S(C)(=O)=O)c2)S(C)(=O)=O)cc1,0[fluorescence artefact?],1.2,-7,0,97,-1,-5,-4,1
CC(=O)c1cccc(NC(=O)Nc2ccc(C)cc2)c1,5[fluorescence artefact?],0.8,-2[fluorescence artefact?],-9,105,1,-10,-4,1.3
O=C(N/C=N/OCc1ccc(Cl)cc1Cl)NOCc1ncc(C(F)(F)F)cc1Cl,2,2*,-1,46,63,3,-1,-5,nt
CC(=O)Nc1ccc(S(=O)(=O)N(C)CC(=O)Nc2ccccc2N2CCOCC2)cc1,11,0.8,-1,-8,135,-3,-1,1,1.1
CC(C)Cc1cc(C(=O)NCCN2CCOCC2)no1,10,1,3[fluorescence artefact?],-14,98,nt,-1,4,1.2
CCNC(=O)c1c(C)[nH]c(C(=O)OCC)c1C,1,0.9,-11,-14,111,nt,2,-3,1.1
COc1ccccc1C(CCN(Cc1cccs1)C(C)=O)c1ccco1 (stereo unspecified),19,1.7,3,9,113,6,1,0,1
CCC1SC2=NC(C)=C(C(=O)OCCOC)C(c3ccc(C(=O)OC)cc3)N2C1=O (stereo unspecified),13,1.5,13[fluorescence artefact?],-6,96,-8,6,0,1.1
COc1ccc(CC(=O)OCC(=O)Nc2ncc(Cl)cc2Cl)cc1,52*[fluorescence artefact?],1.3,43,-2,53[fluorescence artefact?],3,-8,-1,1
O=C(COC(=O)CCCSc1nc2ccccc2[nH]1)NC(=O)NC1CCCC1,1,1,9,2,97,13,12,-4,1.2
N#Cc1cn(CC(=O)NCC2CCCO2)c2ccccc12 (stereo unspecified),-12,0.9,24,-12,97,0,0,-2,1.2
N#CC(C(=O)NCc1ccco1)c1nc2ccccc2nc1N1CCOCC1 (stereo unspecified),0,1.4,3,0,106[fluorescence artefact?],-2,-7,2,1.1
COc1ccc(-c2c3c(nc4sc5c(Cl)nc(C)nc5c24)CCC3)cc1,nt,0.9,nt,21,nt,-2,-6,0,nt
Cc1nnc(NC(=O)CSc2nnc(-c3ccoc3C)n2CC(C)C)s1,-1,1.2,14[fluorescence artefact?],22,70,1,-4,-1,1.1
CC1CCC(NC(=O)C2c3ccccc3C(=O)N2CCCN2CCOCC2)CC1 (stereo unspecified),-2,1.1,1[fluorescence artefact?],0,139,0,2,0,1.2
CC(=O)NCc1nc2ccccc2n1Cc1ccccc1F,2[fluorescence artefact?],1.2,-1[fluorescence artefact?],-2,121,0,7,-6,1
O=C(CSc1nc2ccccc2[nH]1)c1ccc2c(c1)OCO2,11,1.3,7,-9,94,4,7,-5,1.6
Cc1onc(-c2ccccc2Cl)c1C(=O)Nc1ccccc1,-24,nt,-21,nt,114,2,nt,nt,1
Cc1nc2cc(O)ccc2n1C,2,1,8,2,87,5,0,-6,1.1
O=C(O)CN1C(=O)CNC1=O,-1,1,-8,-8,124,0,-4,0,1.1

Overlap with the part before: 2 compounds, followed by the next part.
structure,ERa coact inh,PLAP activator,ERb coact inh,Mac1 fbg inh,ERa coact pot,FAK blocker,Ecoli WT expand,CD11b adhes enh,MT1-MMP txn act
Cc1nc2cc(O)ccc2n1C,2,1,8,2,87,5,0,-6,1.1
O=C(O)CN1C(=O)CNC1=O,-1,1,-8,-8,124,0,-4,0,1.1
COc1cc(C)nc(NS(=O)(=O)c2ccc(C)cc2)n1,nt,1.1,nt,0,nt,5,1,-1,1.1
COC(=O)C1CSC(C(=O)OC)N1C(=O)CN1CC(C)OC(C)C1 (stereo unspecified),nt,1,nt,-9,nt,0,-5,-3,nt
Cc1nn(C)cc1CNC(=O)Nc1ccc(Br)cc1Cl,0,0.9,2,-2,115[fluorescence artefact?],11,3,3,1.1
Cn1c(=O)[nH]c(=O)c2c1nc(N1CCOCC1)n2CCCSc1ncccn1,-2[fluorescence artefact?],1.3,-4,61,117,1,-2,0,1
CC(C)(C)NC(=O)NC(=O)COC(=O)c1cc(=O)[nH]c2ccccc12,-2,1,-2,-17,101,4,5,0,1.1
COc1ccc(-c2nnc(NC(=O)c3ccc(F)cc3)o2)cc1,-3,1.4,16,-16,96,2,51*,2,nt
CCC(SC1=NCCS1)C(=O)Nc1nnc(-c2ccccc2OC)s1 (stereo unspecified),6[fluorescence artefact?],1.2,2[fluorescence artefact?],5,121[fluorescence artefact?],-8,4,7,nt
Cc1ccc(C(=O)Nc2onc(C)c2C#N)cc1,nt,1.1,nt,-10,nt,2,-11,-1,nt
Cc1nc2ncnn2c(C)c1CCC(=O)O,6,0.8,9,-6,102,-1,5,4,1.1
COc1ccc(Oc2c(Cl)cnn(-c3ccc(F)cc3)c2=O)cc1,nt,0.9,nt,4,nt,0,2,5,nt
COc1cccc(C2CC(=O)Nc3cc(OC)c(OC)c(OC)c32)c1OC (stereo unspecified),1,1.2,9,-28,100[fluorescence artefact?],-1,3,-2,nt
Cc1cc(/C=C(\C#N)C(=O)NCc2cccs2)c(C)n1-c1ccccc1F,-4,1,6,4,99,8,-4,-4,1.3
CCN(CC)CCN1C(=O)c2oc3ccc(F)cc3c(=O)c2C1c1ccncc1 (stereo unspecified),-9[fluorescence artefact?],nt,-5[fluorescence artefact?],nt,64[fluorescence artefact?],nt,nt,nt,1.1
COc1ccc(-c2cc(C(F)(F)F)nc(S(C)(=O)=O)n2)cc1,5[fluorescence artefact?],1,0[fluorescence artefact?],6,114,0,6,-4,1
Cc1cccc(-c2cc3c(nn2)-c2ccccc2C3=O)c1,5,0.8,-5,0,102[fluorescence artefact?],4,-15,-5,1.5
CC1CN(S(=O)(=O)c2cccc(C(=O)OCC(=O)Nc3ccc4c(c3)OCO4)c2)CC(C)O1 (stereo unspecified),20,1.2,29,7,93[fluorescence artefact?],-9,6,-2,1
COc1ccc(CCNC(=O)CC2Nc3cc(C)c(C)cc3NC2=O)cc1OC (stereo unspecified),0,1.2,8,-27,123,3,0,-1,1.2
CN(C)CCCN1C(=O)C(O)=C(C(=O)c2cccs2)C1c1ccccn1 (stereo unspecified),1,nt,6,nt,95,nt,nt,nt,1
CC(C)Cc1nnc(NC(=O)CCC(=O)N2CCOCC2)s1,4[fluorescence artefact?],0.8,4[fluorescence artefact?],-40,110,-1,10,11,1.4
CC(=O)c1ccc(C(C)(C)c2ccc(C(C)=O)s2)s1,-4,1,-8,-1,115,-2,8,-1,1.2
O=C(/C=N/O)Nc1ccc(F)cc1,10,0.8,7,10,99,0,8,0,1.1
COc1ccc(Cl)cc1NC(=O)CSc1nnc(CN2CCOCC2)n1-c1ccc(Cl)cc1,-1,1.8,-7,7,89,2,0,1,1.1
Cc1ccc(CNC(=O)CS(=O)Cc2nc(-c3cccs3)oc2C)cc1 (stereo unspecified),0,1.5,1,-2,90[fluorescence artefact?],-5,-1,16,1.1
CCCCn1c(SCC(=O)Nc2nnc(C)s2)nnc1-c1ccoc1C,11[fluorescence artefact?],1.1,3,-3,91,-8,0,-2,1.2
CCCCNC(=O)CCn1nc(-c2ccccc2)ccc1=O,0,1,-3,-6,86,-1,-4,-1,1.1
CCCCCCn1c(SCC(=O)Nc2cc(C)on2)nc2ccccc2c1=O,10[fluorescence artefact?],0.9,15[fluorescence artefact?],-53,138[fluorescence artefact?],1,-4,11,1.1
O=C(Cn1cc2c(n1)CCCCC2)NCCN1CCOCC1,-2,1.1,-3,16,124,nt,5,2,1.1
CCOC(=O)N1CCC(NC(=O)Cn2cc3c(n2)CCCCC3)CC1,-5,1,-7[fluorescence artefact?],5,127,nt,-5,0,1
Clc1ccc(C2Nc3ccccc3-n3cccc32)cc1 (stereo unspecified),1,1,-6,2,107,10,-3,-2,1.2
O=C1CN(C(=O)c2ccco2)c2ccccc2N1,nt,0.9,nt,-5,nt,7,9,-1,nt
CC(=O)N1CCc2cc(Br)cc(S(=O)(=O)NCCN3CCCCC3C)c21 (stereo unspecified),0,1.2,1,-5,112,-5,-1,-1,1.2
O=C(NCc1ccccc1)c1cc(S(=O)(=O)N2CCOCC2)ccc1F,-7,1.2,-3,-14,100,nt,2,18,1.2
C=CCn1c(Cc2ccc(OC)cc2)nnc1SCC(=O)NCCc1ccccc1,-5,1,-7,-5,93,1,6,9,1.2
CCN(CC)C(=O)CSc1nc(O)cc(=O)n1-c1ccccc1OC,3,1.2,4[fluorescence artefact?],4,88[fluorescence artefact?],-4,nt,-2,1
COc1ccc(CN(C(=O)Cn2nnc3ccccc32)C(C(=O)NC(C)(C)C)c2ccco2)cc1 (stereo unspecified),-5,0.9,-5,-3,101,-1,0,2,1.1
NC(=O)c1ccccc1NS(=O)(=O)c1ccc2c(c1)OCCO2,-7,1,-9,-5,92,0,0,-5,1.1
Cc1ccc(OS(=O)Nc2cccc3nccnc23)cc1 (stereo unspecified),7[fluorescence artefact?],1.8,5[fluorescence artefact?],3,113,-3,7,-1,1.2
Cc1cc(Nc2ccc(Cl)cc2)n2nnnc2n1,-12,1.2,0,-9,129,nt,12,-4,1.3
COc1ccc(Cc2nnc(SCC(=O)c3ccc(OC)cc3)o2)cc1,-7,0.9,-11,-14,112,1,-16,6,1.1
O=C(NCc1nnc(SCC(=O)N2CCC(Cc3ccccc3)CC2)o1)c1ccccc1F,-1,1.3,-6,1,122[fluorescence artefact?],0,-5,2,1.2
O=[N+]([O-])c1cc(Cl)cc(C2=NCCN2)c1,-6,0.9,-8,-5,85,2,13,-2,1
CC1Cc2ccccc2N1C(=O)CSc1nnnn1Cc1ccccc1 (stereo unspecified),0,1.1,-5,-5,94,nt,-26,-2,1.1

An excerpt from above, limited to ERa coact pot, MT1-MMP txn act and Ecoli WT expand.
structure | ERa coact pot | MT1-MMP txn act | Ecoli WT expand
O=C(NCc1ccccc1)c1cc(S(=O)(=O)N2CCOCC2)ccc1F | 100 | 1.2 | 2
C=CCn1c(Cc2ccc(OC)cc2)nnc1SCC(=O)NCCc1ccccc1 | 93 | 1.2 | 6
CCN(CC)C(=O)CSc1nc(O)cc(=O)n1-c1ccccc1OC | 88[fluorescence artefact?] | 1 | nt
